Peg3 prom inh: reduces Peg3 promoter-driven luciferase expression in HeLa; 360,000 tested, 1.7% active; HeLa PEG-Prom luciferase reporter, luminescence, overnight; AID 588405; inhibition, % at 20 µM;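 active = inhibition of at least 50% at 20 µM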
TRAIL sens C8: caspase-8 TRAIL sensitization; 360,000 tested, 1% active; NB7+C8 cells + TRAIL, ATPlite viability luminescence; AID 624354; inhibition (viability loss, TRAIL sensitization), % at 10 µM;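 active = compounds causing at least 50% loss of cell viability in the single-dose screen, relative to plate controls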
NR2E3 ag-1: agonists of human nuclear receptor NR2E3 | Q9Y5X4 | GST-NR2E3/biotin-RetCOR TR-FRET, 1536-well | inhibition of corepressor binding, % at 4.78 µM | 320,000 tested, 0.12% active | AID 2300;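 active = percent inhibition above the cutoff of mean plus 3 SD of all tested compounds, set per screening campaign, cut at about 20% in these data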;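 also: 0% = DMSO wells and 100% = biotin wells as full block of FRET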
Target sequence (Q9Y5X4 whole entry, looked up): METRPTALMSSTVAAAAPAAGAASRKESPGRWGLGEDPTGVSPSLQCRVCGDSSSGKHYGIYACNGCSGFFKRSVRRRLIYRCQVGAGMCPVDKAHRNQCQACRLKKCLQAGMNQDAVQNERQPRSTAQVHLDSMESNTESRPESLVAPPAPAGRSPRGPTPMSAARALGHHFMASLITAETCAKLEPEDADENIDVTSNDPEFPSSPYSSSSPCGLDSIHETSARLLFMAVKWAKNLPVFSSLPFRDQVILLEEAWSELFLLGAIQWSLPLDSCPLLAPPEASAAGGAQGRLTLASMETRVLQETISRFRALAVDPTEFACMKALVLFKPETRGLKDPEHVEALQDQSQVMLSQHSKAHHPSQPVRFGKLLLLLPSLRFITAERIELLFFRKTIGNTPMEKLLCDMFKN
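Material: NR2E3–RetCOR corepressor complex / Incubation: Compound–protein incubation for 5 h at 4 °C / Dosing: compound at 4.8 µM, single dose / Detection: time-resolved FRET / Benchmarks: high control biotin, low control 0.6% DMSO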
NR2E3 ag-2: human photoreceptor-specific nuclear receptor agonism; Q9Y5X4; CHO-S Gal4-NCOR/VP16-NR2E3 two-hybrid, luciferase; inhibition of corepressor binding, % at 3.98 µM; 360,000 tested, 0.35% active; AID 602229;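 active = inhibition above the mean of all tested compounds plus 3 SD, cut at about 70% in these data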;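 also: 0% = DMSO with NR2E3 transfected cells and 100% = cells lacking NR2E3 construct; higher means lower luciferase signal from less NR2E3 corepressor binding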
LMP1 NFkB inh: reduces LMP1-driven NF-kappaB luciferase signal; LMP1-induced NF-kappaB luciferase reporter cells, luminescence; inhibition, % at 12.5 µM; 350,000 tested, 0.69% active; in the data active = inhibition above about 41%;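 also: 0% = neutral control wells and 100% = reference inhibitor control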
HIF-2a block: inhibitors of HIF-2a | 786-0 RCC cells HIF-2a reporter, luciferase luminescence, overnight | AID 624352 | 360,000 tested, 0.72% active | inhibition, % at 18.8 µM;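 active = inhibition of the luminescence signal of 40% or more relative to plate controls, in a single-dose primary screen at 18.75 µM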
CF NFkB block: cystic fibrosis NF-kB activation inhibition; KKLEB NF-kB-GFP reporter, PAF-induced, GFP fluorescence overnight; inhibition, % at 5 µM; 360,000 tested, 0.86% active; AID 588850;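 active = at least 50% inhibition at 5 µM, scaled per plate between neutral and stimulator controls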;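 also: PAF is a Pseudomonas aeruginosa culture filtrate used as stimulus; plate controls were PAF-stimulated DMSO wells for no effect and unstimulated DMSO wells for full effect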
MITF TRPM1 inh: reduces MITF-dependent TRPM1 promoter luciferase signal | 330,000 tested, 0.83% active | SK-MEL-5 TRPM1 promoter luciferase, 24 h | inhibition, % at 12.5 µM | AID 488899;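 active = mean inhibition across replicates of 60% or more, whatever share of single replicates reaches that level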; also: values of inactives mirror those of a sister screen read the other way
KKLEB cytotox: counter-screen for CF NF-kB inhibitors: cytotoxicity | KKLEB CF airway cells viability, ATPlite luminescence, overnight; hits give low values; cells stimulated with P. aeruginosa culture filtrate | activity change (cytotoxicity), % at 5 µM | 360,000 tested, 0.36% active;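 active = corrected activity change at or below -50% at 5 µM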
Shn3 inh set2: Schnurri-3 reporter inhibition in Clone20 osteoblasts; inhibition, % at 12.5 µM; Clone20 osteoblast Shn3 3'UTR firefly luciferase, 24 h; 360,000 tested, 0.52% active; AID 588674;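 active = mean inhibition of at least 75% with every replicate also reaching 75%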;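 also: 0% = median of neutral control wells and 100% = pilot-screen positive control compound; some compounds past the cut are filed as inactive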
iPSC survival up: increases survival of single human iPS cells. survival enhancement, % at 20 µM. hiPSC single-cell survival, ATPlite luminescence; 100% = ROCK inhibitor wells, 0% = DMSO. 360,000 tested, 0.044% active; in the data active = survival enhancement above about 18%;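 also: cells exposed to compounds for 16 hours before the ATP read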
The depositor's hits bear a star; x = no result given. These rows are one share of the data; rates above refer to the full screens.

Molecule | Peg3 prom inh | TRAIL sens C8 | NR2E3 ag-1 | NR2E3 ag-2 | LMP1 NFkB inh | HIF-2a block | CF NFkB block | MITF TRPM1 inh | KKLEB cytotox | Shn3 inh set2 | iPSC survival up
CC(=O)NCCC(=O)Nc1cc(S(=O)(=O)N2CCCCC2)ccc1Oc1ccccc1 | 5 | -20 | 1 | 12 | -7 | -6 | -9 | 6 | 6 | 0 | -0.2
CCC1CCc2c(sc(NC(=O)c3cccnc3)c2C(N)=O)C1 (stereo unspecified) | -58 | 8 | 0 | -17 | -9 | -174 | 2 | -33 | 9 | -16 | 0.4
Cc1c(Br)c(C(F)(F)F)nn1CC(=O)NCc1ccccc1 | 4 | 0 | -2 | -29 | 0 | 5 | 4 | -5 | 4 | 9 | 1.0
CCOc1ccccc1NC(=O)C(CC(C)C)NC(=O)C1CCCCC1 (stereo unspecified) | 4 | -2 | -1 | -12 | 3 | 10 | 5 | -5 | -1 | -3 | -1.0
Cc1ccc(CNC(=O)c2csc3c2CCCCC3)cc1 | -14 | -23 | -2 | -12 | 1 | -20 | -5 | -12 | -3 | -8 | 1.7
COc1ccc(C)cc1S(=O)(=O)N(CC(=O)N1CCOCC1)c1cc(C)cc(C)c1 | 6 | -2 | -1 | 0 | 1 | 13 | -8 | 3 | -4 | 5 | -0.4
Cc1ccc(OCc2ccc(C(=O)NN)o2)cc1C | -6 | 15 | 1 | -104 | -21 | -64 | 1 | -3 | -2 | -44 | 5.0
COc1cccc(C(=O)Nc2ccc(C(=O)c3ccccc3)cc2)c1 | -135 | 6 | 0 | -34 | 7 | -170 | -17 | -2 | 8 | -8 | -0.5
OCC1CCCCN1C(=S)Nc1ccc(Cl)cc1Cl (stereo unspecified) | -33 | -3 | -1 | 12 | -5 | -57 | 13 | -12 | -8 | -12 | -2.1
COc1ccc(-c2cc(C(=O)N3CCN(c4ncccn4)CC3)c3ccccc3n2)cc1OC | 31 | -4 | 4 | 8 | 0 | -46 | 11 | -19 | -22 | -13 | -0.6
O=[N+]([O-])c1cccnc1N1CCC(c2cc(-c3cccc(C(F)(F)F)c3)n[nH]2)CC1 | 11 | -4 | 1 | 27 | 1 | -9 | 12 | 10 | -10 | x | -1.2
COc1ccc(C)cc1NC(=O)CNC(c1ccccc1)c1ccc(C)cc1 (stereo unspecified) | 23 | 17 | 0 | -4 | 17 | 28 | 30 | 26 | -5 | 32 | 0.3
CN1CCN(CCc2nc3cc(NC(=O)COc4ccccc4)ccc3n2C)CC1 | 7 | 2 | 1 | -23 | 10 | 20 | -11 | 4 | 0 | -43 | -1.4
CCCn1c(=O)c2c(nc3n2CCCN3Cc2ccccc2)n(C)c1=O | 23 | -14 | -3 | -8 | 4 | 15 | -2 | 3 | -7 | 11 | -0.7
O=C(NCc1ccccc1)C(Cc1ccccc1)N1C(=O)C2C3CCC(C3)C2C1=O (stereo unspecified) | 18 | 1 | -1 | -20 | -1 | 15 | 10 | 13 | -12 | 6 | -2.9
O=C(C1CCC(=O)N(C2CC2)C1)N1CCC(Oc2cccc(F)c2)CC1 (stereo unspecified) | 12 | -20 | 4 | 16 | 6 | -7 | -12 | 4 | 13 | 5 | -0.1
COc1ccc(-c2nnc(SCC(=O)Nc3ccc(C)cc3)n2C)cc1 | -1 | -8 | 4 | -11 | 4 | -2 | -3 | 6 | 20 | -8 | -0.2
COC(=O)CCCNC(=O)c1ccc(OS(=O)(=O)c2cc([N+](=O)[O-])ccc2C)cc1 | 6 | -18 | 2 | -34 | -3 | 11 | 13 | -2 | 2 | -7 | 0.2
CC(=O)N1CCN2C(=O)C1CCCC(=O)c1cc(C3CCCCC3)ccc12 (stereo unspecified) | -3 | -3 | -3 | 0 | 4 | 15 | 1 | 5 | 6 | -9 | -1.0
COc1ccc(C(=O)C2CCCN(Cc3cc(Cl)ccc3O)C2)c(OC)c1 (stereo unspecified) | 28 | 11 | 7 | -2 | -10 | 20 | 8 | 0 | -8 | 29 | 0.1

The listing continues.
Molecule | Peg3 prom inh | TRAIL sens C8 | NR2E3 ag-1 | NR2E3 ag-2 | LMP1 NFkB inh | HIF-2a block | CF NFkB block | MITF TRPM1 inh | KKLEB cytotox | Shn3 inh set2 | iPSC survival up
COCCNc1c(-c2ccc(OC)c(OC)c2)nc2ccc(Cl)cn12 | 7 | 23 | -7 | 24 | 9 | -21 | -12 | -2 | 2 | 8 | 2.8
Oc1ccc(C[C@H]2CNC(=S)N2C[C@H]2CCCN2C[C@H](Cc2ccccc2)N2C[C@H](Cc3ccc(O)cc3)N(CC3CCCCCC3)C2=S)cc1 | 76* | 11 | x | 13 | x | -17 | 45 | x | -21 | -1 | -1.4
Cc1nonc1NC(=O)CSc1nc(C2CCCCC2)nc2ccccc12 | 27 | 13 | -2 | 8 | -6 | 45* | 36 | 0 | -19 | -7 | -0.8
COc1cc(Cl)ccc1OCc1cc(C(=O)N(C)Cc2nnc(C)o2)no1 | -68 | -11 | 3 | -31 | -3 | -102 | 6 | 0 | -2 | -25 | 1.0
Cc1ccc(NS(=O)(=O)c2ccc(-c3ccc(=O)[nH]n3)o2)cc1Cl | 14 | -12 | -1 | 7 | -9 | 3 | -53 | -8 | 12 | -12 | -0.5
CC1(C)CC(=O)C=C(Nc2ccc(C(=O)O)cc2)C1 | 4 | 7 | 1 | -24 | -2 | 9 | -5 | 1 | 4 | -15 | 2.0
COCCNC(=S)N1CCC(NC(=O)Nc2ccc(C)cc2)CC1 | 2 | 4 | 6 | 5 | -3 | 12 | 16 | -12 | -11 | 11 | -2.5
O=C(c1cccc([N+](=O)[O-])c1)N1CCCC(C(=O)N2CCN(c3ccccc3)CC2)C1 (stereo unspecified) | 22 | -6 | -4 | -16 | -10 | 16 | -8 | -5 | 22 | -6 | 1.4
CCc1nnc(NC(=O)C2CCCN2C(=O)Nc2ccc(Cl)cc2)s1 (stereo unspecified) | -16 | -17 | 2 | -46 | -2 | -2 | 0 | 8 | 6 | -16 | 0.0
COc1cc(C(=O)NCCC2=CCCCC2)ccc1OCc1c(C)noc1C | -15 | 11 | -5 | 0 | 3 | -1 | -2 | -14 | 10 | -2 | -1.8
O=C(O)CSc1c(Cl)c(=O)oc2ccc(Cl)cc12 | 24 | 7 | x | -37 | -12 | 9 | 10 | x | -6 | 14 | -0.1
Cn1c(COc2ccc(Cl)cc2)nnc1SCC(=O)NC1CC1 | 5 | 3 | 3 | -1 | -1 | 15 | -2 | 1 | -12 | 0 | -1.4
O=C(OCC(=O)N1CCCc2ccccc21)c1ccc(F)c(S(=O)(=O)N2CCOCC2)c1 | -7 | -15 | 2 | 16 | 2 | -4 | 20 | 12 | 1 | -4 | 0.0
O=C(NCCCCNC(=O)c1ccc(Cl)s1)c1ccc(Cl)s1 | -8 | 6 | -1 | -2 | 4 | 4 | 1 | 1 | 8 | -2 | -0.2
COc1ccccc1NS(=O)(=O)c1cc(NC(=O)c2ccc3c(c2)OCCO3)ccc1C | 10 | 8 | -3 | -28 | -2 | 17 | 4 | 4 | 2 | -18 | 2.8
CSc1nnc2c(n1)OC(C)N(C(=O)c1ccccc1)c1ccccc1-2 (stereo unspecified) | -94 | -12 | 0 | -94 | -2 | 5 | -14 | -1 | -21 | 9 | 1.1
N#CC1(C#N)OC12CCS(=O)(=O)c1ccccc12 (stereo unspecified) | 1 | -9 | x | 4 | -4 | 3 | -14 | 4 | 14 | 10 | -1.4
Cc1ccc(-c2ccc(C(=O)NCc3ccc(Cl)cc3)o2)c2ccccc12 | 5 | 5 | 8 | -27 | 0 | -8 | -13 | 15 | 15 | 6 | -2.5
Cc1ccc(S(=O)(=O)C2C(=O)N(C)C3(C)CC2c2ccccc2O3)cc1C (stereo unspecified) | 1 | 0 | 0 | -16 | 6 | 12 | -22 | 8 | 6 | 8 | 1.9
Nc1nc(SCC(=O)c2ccc(Cl)cc2)c2ncn(C3OC(CO)C(O)C3O)c2n1 (stereo unspecified) | 9 | 0 | x | -28 | -2 | 13 | -12 | -4 | -4 | -14 | -3.5

The listing continues.
Molecule | Peg3 prom inh | TRAIL sens C8 | NR2E3 ag-1 | NR2E3 ag-2 | LMP1 NFkB inh | HIF-2a block | CF NFkB block | MITF TRPM1 inh | KKLEB cytotox | Shn3 inh set2 | iPSC survival up
C[C@@H]1CN([C@@H](C)CO)C(=O)c2cccc(NC(=O)C3CCOCC3)c2O[C@H]1CN(C)S(=O)(=O)c1ccc(Cl)cc1 | -4 | 0 | x | -21 | -3 | 12 | 29 | 0 | 3 | 3 | 1.5
CN1/C(=C\C(=O)c2cccnc2)Sc2ccccc21 | -250 | 19 | 2 | -113 | -29 | -284 | -12 | -71 | 18 | -33 | -3.0
C[C@H](NC(=O)c1ccccc1Cl)C(=O)Nc1ccccc1F | 10 | -1 | -2 | -9 | -4 | 6 | 1 | 5 | 1 | 24 | -0.1
CC(=O)NC(NC(=S)N1CCCCCC1)C(Cl)(Cl)Cl (stereo unspecified) | 15 | 2 | 2 | -14 | 5 | 17 | 14 | -13 | 2 | -55 | 1.4
Cc1ccc(N=Cc2ccc(O)cc2O)cc1F | -5 | -5 | 0 | -14 | 5 | 9 | 21 | -5 | -7 | 0 | -3.1
CCOc1cc(-c2nnn(CC(=O)N3CCCCC3)n2)ccc1OC | 0 | -5 | 4 | -20 | -2 | 17 | -18 | 8 | 6 | -5 | 0.7
COCCCNC(=O)CSC1=Nc2ccccc2C2=NC(Cc3c[nH]c4ccccc34)C(=O)N12 (stereo unspecified) | 15 | -8 | 3 | 14 | 4 | 7 | -28 | 4 | 1 | 3 | 0.4
O=C(COc1ccc(Cl)cc1)NCCCNC(=O)c1cnccn1 | 15 | 2 | 1 | -10 | -6 | 6 | -3 | 2 | 10 | -3 | -0.5
CCCCOc1ccc(/C=C/C(=O)NCCc2nc3ccccc3[nH]2)cc1 | 1 | 6 | -2 | -14 | -10 | 8 | -21 | 4 | 6 | -6 | -3.7
CN(CCC(=O)Nc1ccc2c(c1)OCO2)Cc1ccccc1 | -7 | 5 | 1 | -6 | -3 | -4 | -12 | -6 | -10 | 2 | -1.3
CN(CC(=O)Nc1ccc(Cl)cc1)C(=O)Cc1c(F)cccc1Cl | 14 | 1 | 3 | 2 | 2 | 12 | -7 | 8 | 3 | 2 | -0.3
CCOc1ccccc1NC(=O)NC1CCN(CC(=O)Nc2ccc3c(c2)OCCO3)CC1 | -1 | -3 | -1 | 2 | 0 | 10 | -17 | 12 | 0 | -2 | -0.9
Cc1cc(F)ccc1NS(=O)(=O)c1cccc2nsnc12 | -1 | 0 | 1 | -9 | -2 | 10 | 7 | 17 | -11 | 6 | 0.6

Single records (already shown). Screens in order: Peg3 prom inh | TRAIL sens C8 | NR2E3 ag-1 | NR2E3 ag-2 | LMP1 NFkB inh | HIF-2a block | CF NFkB block | MITF TRPM1 inh | KKLEB cytotox | Shn3 inh set2 | iPSC survival up
C[C@H](NC(=O)c1ccccc1Cl)C(=O)Nc1ccccc1F is listed as 10 | -1 | -2 | -9 | -4 | 6 | 1 | 5 | 1 | 24 | -0.1
Cc1cc(F)ccc1NS(=O)(=O)c1cccc2nsnc12 is listed as -1 | 0 | 1 | -9 | -2 | 10 | 7 | 17 | -11 | 6 | 0.6

Screening results as filed in PubChem BioAssay.
